Compound activity from PubChem BioAssay.
FXIa inh: inhibitors of human coagulation factor XIa | purified FXIa, Boc-Glu-Ala-Arg-AMC fluorogenic substrate | inhibition, % at 5 µM | actives 0.14% (n = 220,000);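 active means inhibition of at least 40%; inactive means inhibition below 40%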;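 further: fluorescence of freed AMC excited at 355 nm; 0% = enzyme without compound and 100% = no enzyme blank; many of its hits are not listed in these tables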
hK5 inh: kallikrein 5 (human) inhibition; Q9Y337; recombinant hK5, fluorogenic AMC substrate cleavage; inhibition, % at 5 µM; actives 0.59% (n = 210,000);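 active means inhibition of 40% or more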;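 further: 0% = enzyme controls without compound and 100% = no-enzyme blanks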
Target sequence (Q9Y337 67-293 limits assumed): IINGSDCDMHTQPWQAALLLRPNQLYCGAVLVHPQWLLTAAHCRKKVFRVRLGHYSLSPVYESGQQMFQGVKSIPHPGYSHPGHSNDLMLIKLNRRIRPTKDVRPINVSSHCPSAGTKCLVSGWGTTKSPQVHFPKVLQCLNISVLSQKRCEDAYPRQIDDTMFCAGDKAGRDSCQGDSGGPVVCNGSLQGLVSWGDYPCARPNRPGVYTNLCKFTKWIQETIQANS
14-3-3 Bad PPI: disrupts binding of bovine 14-3-3 zeta to phospho-Bad peptide | actives 0.71% (n = 220,000) | AID 781 | TR-FRET 14-3-3zeta/Dy647-pBad peptide displacement, 1 h | inhibition, % at 21.7 µM | P63103;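 active means inhibition above about 70%, limit read from the data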;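 further: 0% = full 14-3-3 plus peptide FRET controls and 100% = background without 14-3-3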
Hck Nef HTS: inhibitors of human Hck kinase activated by Nef | P08631 | Recombinant Hck-YEEI plus Nef, Z-Lyte FRET kinase assay | inhibition, % at 20 µM | actives 0.68% (n = 220,000);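 active means Hck-Nef kinase inhibition above about 50%, limit read from the data; inactive means inhibition below that limit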;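 further: 0% = DMSO with Hck plus Nef and 100% = Hck alone without Nef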
Thrombin inh: thrombin (human) inhibition; actives 0.26% (n = 220,000); inhibition, % at 5 µM; alpha-thrombin, Boc-VPR-AMC fluorogenic substrate cleavage;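 active means inhibition at or above 40%; inactive means inhibition below 40%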;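 further: 0% = enzyme with no compound and 100% = wells without enzyme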
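Material: Human alpha-thrombin protein | Buffer or medium: pH 7.5 Tris-saline with Tween 20 | Reagent: Boc-VPR-AMC substrate, 15 µM final | Schedule: Reaction at ambient temperature | Detection: AMC fluorescence at 355 nm excitation and 460 nm emission | Evaluation: Percent inhibition scaled between no-compound controls and no-enzyme blanks | Controls: no-compound enzyme wells and no-enzyme blanks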
Wee1 degr inh: human Wee1 degradation inhibition, primary screen | P30291 | HeLa Luc-Wee1K328M stability, luciferase luminescence; 100% = proteasome inhibitor MG132 effect | reporter increase, % at 5 µM | actives 1.2% (n = 220,000) | AID 1321;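 active means activation above the mean of all tested compounds plus 3 SD, set per screening run, cut at about 8.8% in these data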;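 further: cells exposed to compound for 20 h before luminescence read; 0% = DMSO alone and 100% = MG132 at 30 µM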
Runt-CBFb FRET: Runt domain-CBFb interaction inhibition; Cerulean-Runt/Venus-CBFb FRET ratio 530/480, 1 h; inhibition, % at 20 µM; actives 0.46% (n = 220,000);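 active means inhibition over about 50% at 20 µM in the single-dose screen, limit read from the data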;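 further: 0% = DMSO wells and 100% = excess unlabeled CBFb competitor control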
Target sequence (Q01196 whole entry, looked up, the tested form may be a part): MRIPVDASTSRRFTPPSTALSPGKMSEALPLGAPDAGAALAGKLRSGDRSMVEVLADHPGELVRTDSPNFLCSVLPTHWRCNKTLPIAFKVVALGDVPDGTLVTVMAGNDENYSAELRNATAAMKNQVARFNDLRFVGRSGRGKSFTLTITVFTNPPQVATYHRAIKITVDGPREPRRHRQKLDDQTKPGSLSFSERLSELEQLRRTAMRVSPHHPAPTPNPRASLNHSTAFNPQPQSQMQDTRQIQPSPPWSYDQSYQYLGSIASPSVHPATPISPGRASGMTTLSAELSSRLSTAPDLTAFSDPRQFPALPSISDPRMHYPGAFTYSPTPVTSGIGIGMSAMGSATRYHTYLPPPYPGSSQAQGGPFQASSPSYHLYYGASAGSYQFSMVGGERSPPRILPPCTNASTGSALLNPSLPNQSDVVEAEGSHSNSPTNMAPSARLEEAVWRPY
Target sequence (Q13951 whole entry, looked up, the tested form may be a part): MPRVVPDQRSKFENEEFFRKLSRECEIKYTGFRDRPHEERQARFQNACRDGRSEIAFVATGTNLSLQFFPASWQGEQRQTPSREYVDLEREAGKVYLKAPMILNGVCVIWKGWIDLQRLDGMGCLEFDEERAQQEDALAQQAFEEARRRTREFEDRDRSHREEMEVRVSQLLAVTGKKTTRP
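Reagent – Venus-CBFb binding partner, 100 nM · Assay system – Cerulean-tagged RUNX1 Runt domain (FRET donor) fusion protein · Input – 100 nM per protein · Incubation – two 1 h room-temperature incubations shielded from light · Measured by – FRET fluorescence · Medium – Tris buffer pH 7.5 with salts and BSA · Benchmarks – unlabeled CBFb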
FXIIa inh: factor XIIa (human) inhibition. purified FXIIa, Boc-QGR-AMC fluorogenic substrate, 2 h. inhibition, % at 5 µM. actives 0.3% (n = 220,000). AID 800; in the data active means inhibition above about 40%;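 further: 0% = enzyme with no compound and 100% = blank without enzyme; many of its hits are not listed in these tables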
Runt-SMMHC FRET: inhibitors of human RUNX1 Runt domain binding to CBFb-SMMHC | Cerulean-Runt/Venus-CBFb-SMMHC FRET ratio 530/480, 1 h | inhibition, % at 20 µM | actives 0.74% (n = 220,000) | AID 1434;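 active means mean inhibition across duplicate retests at 20 µM reaching about 50%, limit read from the data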;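 further: 0% = DMSO wells and 100% = wells with excess untagged CBFb-SMMHC; inhibitors lower the FRET ratio by blocking Runt binding to CBFb-SMMHC; some results filed as inactive read as strong as hits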
An asterisk follows results filed as active; nt = no result given; [ ] = dose if it differs, or a comment.

No.	structure	Wee1 degr inh	hK5 inh	14-3-3 Bad PPI	Runt-CBFb FRET	Runt-SMMHC FRET	Hck Nef HTS	Thrombin inh	FXIa inh	FXIIa inh
1	Cc1cccc(C(=O)NNC(=O)c2ccccc2)c1	0	-14	24	-3	5	2	-9	19	25
2	Cc1nc(SCC(=O)OCc2ccccc2)c2c(=O)n(C)c(=O)n(C)c2n1	nt	-1	-2	-3	-2	-2	0	4	14
3	O=C(Nc1cc(F)ccc1F)N1CCN(c2ccnc3cc(Cl)ccc23)CC1	1	3	2	-1	-3	20	3	3	17
4	CCOc1nc(SCCOc2ccc(C)cc2)nc(N(C)C)n1	3	2	-8	-9	-10	0	10	8	15
5	CCN(CC)S(=O)(=O)c1ccc(C(=O)NNC(=O)C2CCN(S(=O)(=O)c3ccc(Cl)cc3)CC2)cc1	3	-7	0	0	4	-2	4	5	12
6	CC1(C)CC2CC(C)(CN2C(=O)COC(=O)c2cc(Cl)cc(Cl)c2N)C1 (stereo not given)	0	-28	4[fluorescence artefact?]	-2	0	2	-4	-2	7
7	COc1cc(OC)c2ccc(=O)oc2c1C(CCN1CCCC1)c1ccc2c(c1)OCO2 (stereo not given)	nt	1	-4	1	-1	7	0	3	13
8	CCOc1ccc(NS(=O)(=O)c2ccc(NC(=O)C3CCCO3)cc2)cc1 (stereo not given)	0	0	-6	-2	-2	-1	6	5	19
9	Cc1[nH]n(S(=O)(=O)Cc2ccccc2)c(=O)c1N=Nc1ccccc1Cl	2	-2	-12	-7	-3	11	-5	21	12
10	CC(C)c1ccc(N(C(=O)c2cc3ccccc3oc2=O)C2C=CS(=O)(=O)C2)cc1 (stereo not given)	-1	8	4	-4	5	0	-5	4	6
11	Cc1nc(Nc2ccccc2)sc1C	-1	-1	-12	8	1	6	-2	-4	4
12	O=C(O)Cn1nc(-c2ccc(F)cc2)oc1=O	0	-1	1[fluorescence artefact?]	5	0	-1	-7	-16	-10
13	COc1ccc(NC(=O)COc2ccc(/C=N/n3c(C)nnc3C)cc2OC)cc1	0	3	0	2	1	-15	-20	2	0
14	O=c1cnnc(N/N=C/c2ccc3c(c2)OCO3)[nH]1	-1	2	-5	1	2	7	-1	0	10
15	CCCOc1ccc(C2NC(=O)NC2=O)cc1 (stereo not given)	1	-23	-3	-3	-2	0	0	-6	5
16	CCn1c(SCC(=O)Nc2ccc(NC(=O)c3cccs3)cc2)nnc1-c1cccnc1	-3	3	7[fluorescence artefact?]	-2	0	2	0	4	17
17	Cc1cccc(NC(=O)CO/N=C/c2ccc3c(c2)OCO3)c1	1	-4	3	2	0	1	-5	3	13
18	Cc1cccc2cc(CN(Cc3cccnc3)C(=O)c3ccccc3F)c(Cl)nc12	0	-7	9	-4	-1	0	3	3	19
19	COc1cccc(N2CCN(Cc3nc(N)nc(Nc4ccccc4OC)n3)CC2)c1	-3	1	-3	0	-2	0	7	6	15
20	CCOc1ccc(CC(=O)N2CCN(c3ccc(N4CCOCC4)nn3)CC2)cc1OCC	0	-6	5	2	4	1	1	6	14
21	CCc1ccc(OCC2c3cc(OC)c(OC)cc3CCN2C(=S)NC)cc1 (stereo not given)	8	20	0	-5	-2	-6	0	25	11
22	Cc1cc(/C=C2/SC(=O)N(CC(=O)N3CCOCC3)C2=O)c(C)n1-c1ccccc1F	-3	2	1	-7	-4	2	-1	3	-2
23	COc1ccc(-c2nc3ncnn3cc2C)cc1F	-1	nt	-6	1	-2	16	1	7	9
24	C/C=C/C(=O)OCC(=O)Nc1cccc(Br)c1	1	-6	-7	-1	2	16	-8	-7	1
25	CCOC(=O)c1cc2sccc2n1CC(=O)C(C)(C)C	0	0	0	3	1	21	-5	-2	10

Given with one line to a screen: 13 of the compounds above.
13	COc1ccc(NC(=O)COc2ccc(/C=N/n3c(C)nnc3C)cc2OC)cc1
14	O=c1cnnc(N/N=C/c2ccc3c(c2)OCO3)[nH]1
15	CCCOc1ccc(C2NC(=O)NC2=O)cc1 (stereo not given)
16	CCn1c(SCC(=O)Nc2ccc(NC(=O)c3cccs3)cc2)nnc1-c1cccnc1
17	Cc1cccc(NC(=O)CO/N=C/c2ccc3c(c2)OCO3)c1
18	Cc1cccc2cc(CN(Cc3cccnc3)C(=O)c3ccccc3F)c(Cl)nc12
19	COc1cccc(N2CCN(Cc3nc(N)nc(Nc4ccccc4OC)n3)CC2)c1

Assay by compound	13	14	15	16	17	18	19
Wee1 degr inh	0	-1	1	-3	1	0	-3
hK5 inh	3	2	-23	3	-4	-7	1
14-3-3 Bad PPI	0	-5	-3	7[fluorescence artefact?]	3	9	-3
Runt-CBFb FRET	2	1	-3	-2	2	-4	0
Runt-SMMHC FRET	1	2	-2	0	0	-1	-2
Hck Nef HTS	-15	7	0	2	1	0	0
Thrombin inh	-20	-1	0	0	-5	3	7
FXIa inh	2	0	-6	4	3	3	6
FXIIa inh	0	10	5	17	13	19	15

20	CCOc1ccc(CC(=O)N2CCN(c3ccc(N4CCOCC4)nn3)CC2)cc1OCC
21	CCc1ccc(OCC2c3cc(OC)c(OC)cc3CCN2C(=S)NC)cc1 (stereo not given)
22	Cc1cc(/C=C2/SC(=O)N(CC(=O)N3CCOCC3)C2=O)c(C)n1-c1ccccc1F
23	COc1ccc(-c2nc3ncnn3cc2C)cc1F
24	C/C=C/C(=O)OCC(=O)Nc1cccc(Br)c1
25	CCOC(=O)c1cc2sccc2n1CC(=O)C(C)(C)C

Assay by compound	20	21	22	23	24	25
Wee1 degr inh	0	8	-3	-1	1	0
hK5 inh	-6	20	2	nt	-6	0
14-3-3 Bad PPI	5	0	1	-6	-7	0
Runt-CBFb FRET	2	-5	-7	1	-1	3
Runt-SMMHC FRET	4	-2	-4	-2	2	1
Hck Nef HTS	1	-6	2	16	16	21
Thrombin inh	1	0	-1	1	-8	-5
FXIa inh	6	25	3	7	-7	-2
FXIIa inh	14	11	-2	9	1	10

Next records.
No.	structure	Wee1 degr inh	hK5 inh	14-3-3 Bad PPI	Runt-CBFb FRET	Runt-SMMHC FRET	Hck Nef HTS	Thrombin inh	FXIa inh	FXIIa inh
26	CCn1cc(/C=N/NC(=O)c2ccc(C#N)cc2F)c2ccccc21	1	-7	4	0	-4	14	-4	4	4
27	COc1cccc(C(=O)Oc2ccc(N3C(=O)CCC3=O)c(C)c2)c1	3	-18	-2	1	0	5	2	-5	-4
28	COc1cc2c(cc1NC(=O)CN1C(=O)NC3(CCc4ccccc43)C1=O)oc1ccccc12 (stereo not given)	1	-20	-4	-1	1	2	4	-1	19
29	Cc1ccc(C2(C(F)(F)F)N=C3Sc4cc(C)ccc4N3C(=O)N2)cc1 (stereo not given)	-2	1	-5	-2	-1	1	-21	17	13
30	Cc1ccc(NC(=S)N(CCN(C)C)C(C)c2ccco2)cc1C (stereo not given)	-2	-13	-11	2	-1	-7	2	5	18
31	CC1(C)CC2CC(C)(CN2C(=O)COC(=O)CNC(=O)c2ccc(Cl)c(Cl)c2)C1 (stereo not given)	11*	-1	0	-3	-6	1	-1	5	14
32	C=CCOc1ccc(CNn2cn[nH]c2=S)cc1OCC	0	3	1	3	3	1	-8	-30	3
33	O=C(O)CCCC(=O)Nc1nc2n(n1)C(c1ccc(F)cc1)CC(c1ccc(Cl)cc1)N2 (stereo not given)	6	21	-13[fluorescence artefact?]	-1	-7	1	3	-3	20
34	CN(C)c1cccc(C(=O)OCC(=O)Nc2nccs2)c1	1	-19	7	1	2	7	-4	20	25
35	c1ccc2c(c1)OCC(c1csc3ncnc(N4CCCCC4)c13)O2 (stereo not given)	2	-2	6	-2	0	2	5	9	16
36	CSc1nnc(SCc2nc3sc(C(=O)O)c(C)c3c(=O)[nH]2)s1	1	-12	33	-17	-136	29	1	-7	10
37	O=C(Nc1ccccc1F)c1ccc(Cn2cc(Cl)cn2)cc1	6	3	-3	nt	nt	16	-13	-1	9
38	CC1Cc2ccccc2N1C(=O)CN1C(=O)NC(C)(c2ccc3c(c2)OCCO3)C1=O (stereo not given)	0	0	-1	3	-7	3	-5	-6	1
39	CCOc1ccc2nc(SCC3CC3(Cl)Cl)[nH]c2c1 (stereo not given)	-1	-1	8	2	-1	14	-2	-2	3
40	O=C(Cn1cc(C(=O)C(F)(F)F)c2ccccc21)N1CCOCC1	-2	-2	3	8	-4	23	-14	-4	1
41	Cc1nc(CNS(=O)(=O)c2ccc3ccccc3c2)cs1	1	0	8[fluorescence artefact?]	-1	2	-4	1	6	15
42	COc1cc(N2CCOCC2)ccc1C=C(C#N)C#N	2	-2	-7	6	23	-12	-1	3	5
43	Cc1ccc(SCCC(=O)OC(C(=O)NC(N)=O)C(C)C)cc1 (stereo not given)	2	5	-2	-1	4	13	3	4	11
44	O=C(CNS(=O)(=O)c1ccc(Cl)cc1)OCC(=O)N1CCCc2ccccc21	2	-4	4[fluorescence artefact?]	-1	-1	3	-11	10	18
45	CCN(CC)C(=O)CSc1nc2c(sc(=S)n2CC)c(=O)n1-c1ccccc1	7	0	-5	2	-2	0	1	1	12
46	Cc1ccc(C(C(=O)NC2CCCC2)N(C(=O)Cc2cccs2)c2cccc(C)c2C)o1 (stereo not given)	3	-4	4	-3	6	1	-12	-9	-11
47	C=C1C(C(=O)Nc2ccccc2)C1C(=O)Nc1ccccc1 (stereo not given)	-2	-3	-2	1	-3	13	-3	-5	3
48	COc1cccc(CNC(=O)CCN2C(=S)NC(C)(C)CC2C)c1 (stereo not given)	-1	1	-9	1	4	-9	0	-2	8
49	O=C(CN1C(=O)COc2ccccc21)c1ccc(Cl)cc1	3	-13	-8	-4	1	0	3	-8	14
50	O=C(CS(=O)(=O)c1c[nH]c2ccccc12)N1CCc2ccccc21	1	4	-1	1	-2	17	3	3	10

(continued)
No.	structure	Wee1 degr inh	hK5 inh	14-3-3 Bad PPI	Runt-CBFb FRET	Runt-SMMHC FRET	Hck Nef HTS	Thrombin inh	FXIa inh	FXIIa inh
51	CNC(=O)CSc1nnnn1-c1ccc2c(c1)OCCO2	-1	-5	-7[fluorescence artefact?]	3	-3	7	-1	1	7
52	O=C(NCc1ccc(Cl)cc1)C(=O)NCC1OCCN1S(=O)(=O)c1cccs1 (stereo not given)	2	-4	3[fluorescence artefact?]	-1	0	1	6	-1	3
53	Cc1noc(C)c1C(=O)OCC(=O)c1c[nH]c2ccccc12	2	2	0[fluorescence artefact?]	-3	3	-1	5	2	12
54	COc1ccc(C)cc1NC(=O)C(=O)N1CCCC1	5	-2	7	-1	0	19	-4	-1	3
55	COc1ccc(CCN2CC(C(=O)NCc3ccc(F)cc3)CC2=O)cc1OC (stereo not given)	-1	0	5	4	0	-5	2	5	11
56	C/C(=N\NC(=O)Cn1cnc2ccccc21)c1cccs1	-2	5	-1	0	2	23	-3	1	7
57	Cc1cccc(C(=O)c2c[nH]cc2-c2ccccc2)c1	-2	-11	4[fluorescence artefact?]	-4	-50	1	-1	2	7

This is a random part of the collection. About 4.2% of those tested had a hit in this group.
